RPL19A-GFP yeast: RPL19A-GFP expression modulators in yeast, primary screen, cell-based, S. cerevisiae, multiplex flow cytometry, MLPCN; S. cerevisiae RPL19A-GFP strain, 3 h; active compounds read low; actives 0.3% (n = 330,000); percent response vs DMSO, % at 10 µM;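 active = percent response vs DMSO below 50%; inconclusive = fewer than 70 events counted for the yeast strain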;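 note: median channel GFP fluorescence of the barcoded RPL19A-GFP strain; ratio of sample median GFP to plate DMSO average so 100% = DMSO; lower means less RPL19A-GFP as with rapamycin TOR inhibition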
AGP1-GFP MLPCN: modulators of AGP1-GFP expression in yeast TOR pathway, primary screen, cell-based, multiplex flow cytometry, S. cerevisiae, MLPCN library. actives 0.02% (n = 320,000). 3 h; GFP as percent of DMSO wells. AID 2066, 2009. GFP response vs DMSO, % at 10 µM;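 active = GFP response relative to DMSO above a set limit, near screen average plus 3 SD, cut at about 150% in these data; inconclusive = fewer than 70 cells counted for the yeast strain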;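 note: median GFP channel fluorescence of the gated AGP1 strain per well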
MEP2-GFP yeast: modulators of MEP2-GFP levels in yeast, primary screen, S. cerevisiae, multiplex flow cytometry, MLPCN library; S. cerevisiae MEP2-GFP strain, 3 h; 100% = DMSO control level; AID 2016, 2009; GFP response vs DMSO, % at 10 µM; actives 0.51% (n = 330,000);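 active = GFP response versus DMSO above a set limit, roughly screen mean plus 3 SD, cut at about 180% in these data; inconclusive = fewer than 70 cells counted for a yeast strain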;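 note: median GFP fluorescence of the barcode-gated MEP2-GFP cells per well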
proCasp3 act: activators of human procaspase-3 D3A mutant, primary screen, biochemical, absorbance, PC-3 D3A mutant, single concentration; Caspase-3 (Homo sapiens), P42574; recombinant procaspase-3 D3A, Ac-DEVD-pNA absorbance 405 nm; activation, % at 8.5 µM; actives 0.11% (n = 330,000); AID 463141, 2010;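 active = activation above the mean of all tested compounds plus 3 SD, cut at about 21% in these data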;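 note: 0% = DMSO alone and 100% = DMSO wells spiked with extra 5 µM PC-3 D3A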
Target sequence (P42574 whole entry D9A/D28A/D175A): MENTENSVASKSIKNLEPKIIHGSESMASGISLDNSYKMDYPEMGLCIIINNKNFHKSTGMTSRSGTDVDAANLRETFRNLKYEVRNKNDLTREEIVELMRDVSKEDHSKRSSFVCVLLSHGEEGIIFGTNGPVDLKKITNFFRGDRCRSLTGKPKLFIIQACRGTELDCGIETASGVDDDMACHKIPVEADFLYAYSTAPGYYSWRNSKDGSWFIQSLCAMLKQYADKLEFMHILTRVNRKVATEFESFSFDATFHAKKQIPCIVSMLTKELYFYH
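Evaluation: percent activation relative to control range; Material: Procaspase-3 D3A mutant, all three cleavage aspartates alanine; Compound: single dose, 8.5 µM nominal compound, 0.8% DMSO; Replication: one well per compound; Signal: absorbance at 405 nm, 0 and 120 min; Schedule: 1 h preincubation plus 2 h reaction at 25 °C.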
AHR act: AHR activators, primary screen, cell-based, luminescence, luciferase reporter, human. actives 2.5% (n = 320,000). activation, % at 5 µM. Aryl hydrocarbon receptor (Homo sapiens), P35869. AID 2796, 2010. AHR-responsive luciferase reporter cells; in the data active = activation above about 47%;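 note: 0% = vehicle wells and 100% = reference agonist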
LAP4 TOR yeast: modulators of LAP4-GFP expression in yeast, primary screen, S. cerevisiae, multiplex flow cytometry, MLPCN library | GFP response vs DMSO, % at 10 µM | actives 0.34% (n = 320,000) | 3 h; median GFP as percent of DMSO wells;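 active = GFP response vs DMSO above a set limit, about the screen mean plus 3 SD, cut at about 150% in these data; inconclusive = under 70 cell events counted for the yeast strain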
CIT2-GFP yeast: modulators of CIT2-GFP expression in yeast, primary screen, S. cerevisiae, GFP fusion, multiplex flow cytometry, MLPCN library. S. cerevisiae CIT2-GFP strain, 3 h; 100 means same as DMSO wells. GFP response vs DMSO, % at 10 µM. actives 0.065% (n = 320,000). AID 2029, 2009;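 active = GFP response relative to DMSO above a set limit, near the screen mean plus 3 SD, cut at about 150% in these data; inconclusive = Fewer than 70 cells measured for a yeast strain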;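 note: ratio of well median GFP fluorescence to mean of DMSO wells on the plate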
proCasp7 act: procaspase-7 activators, primary screen, counter-screen for procaspase-3 activator project, biochemical, absorbance, HTS, human; recombinant procaspase-7, Ac-DEVD-pNA absorbance 405 nm; D23A/D198A/D206A triple mutant, cannot self-cleave; scale: DMSO 0, 5 µM enzyme 100; actives 0.093% (n = 330,000); Caspase-7 (Homo sapiens), P55210; AID 463210, 2010; activation, % at 8.5 µM;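 active = percent activation above the screen-wide mean plus 3 SD, cut at about 25% in these data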
Target sequence (P55210 whole entry D23A/D198A/D206A): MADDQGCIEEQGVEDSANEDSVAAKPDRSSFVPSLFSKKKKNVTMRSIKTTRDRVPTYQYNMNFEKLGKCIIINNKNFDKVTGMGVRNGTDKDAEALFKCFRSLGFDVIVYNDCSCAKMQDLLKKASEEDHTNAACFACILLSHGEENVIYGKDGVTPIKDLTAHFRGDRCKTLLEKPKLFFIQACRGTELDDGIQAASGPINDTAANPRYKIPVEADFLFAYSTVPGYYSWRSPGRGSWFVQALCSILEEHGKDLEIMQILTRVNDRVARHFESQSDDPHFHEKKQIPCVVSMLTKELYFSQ
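buffer or medium = Zinc-free HEPES/NaCl buffer, pH 7.4 | material = Procaspase-7 triple mutant (PC-7 D3A) | input = 2 µM procaspase-7 mutant as dispensed | signal = Epi-absorbance of released pNA at 405 nm, two timepoints | timing = 1 h preincubation, 2 h reaction | replicates = singlicate compound testing | evaluation = % activation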
* hit, by the source's call; ? = inconclusive; nt = no result given; [ ] = another dose, or the depositor's remark. This is a random part of the collection. Share with any hit: about 3.5%.

molecule,RPL19A-GFP yeast,AGP1-GFP MLPCN,MEP2-GFP yeast,proCasp3 act,AHR act,LAP4 TOR yeast,CIT2-GFP yeast,proCasp7 act
CC(=O)Nc1cn(-c2ccccc2)nc1-c1ccccc1,95,81,98,-4,17,99,91,5
Cc1ccc(C(=O)n2cnnc2N)cc1C,98,94,101,10,1,117,91,5
Cc1ccc(S(=O)(=O)N2CCC3(CC2)OCCN3S(=O)(=O)c2c(C)cc(C)cc2C)cc1,98,108,95,1,6,115,101,10
Cc1cc2c(cc1C)N(C(=O)CSC1=NCCS1)C(C)(C)c1ssc(=S)c1-2,104,95,106,-5,6,113,93,-13
CCNC(=O)COC(=O)C1CCN(S(=O)(=O)c2ccc3c(c2)OCCO3)CC1,97,110,99,4,-2,107,98,-8
Cc1ccc(-n2c(Cc3cccn3C)nnc2SCC(=O)N2CCc3ccccc32)cc1,97,101,100,-3,7,101,98,-4
CCC(CC)C(=O)Nc1nnc(SCC(=O)NC2CCCCC2)s1,102,91,101,-1,-2,103,90,-1
Cc1sc(NC(=O)c2ccc(F)cc2)c(CN2CCCCCC2)c1C,103,103,111,-5,33,99,102,3
Cc1ccc(CNC(=O)C2CC2c2ccccc2)cc1 (stereo unspecified),114,71,87,-3,2,80,102,4
CC(=O)C1=C(O)C(=O)N(c2ccc(C(=O)O)cc2)C1c1ccc([N+](=O)[O-])cc1 (stereo unspecified),105,98,105,-3,4,96,103,-5
Cc1onc(-c2ccccc2Cl)c1C(=O)Nc1nnc(Cc2ccc(Cl)cc2)s1,95,99,95,-10,0,92,94,-5
COCC(=O)NNC(=O)c1ccccc1OC,103,98,100,-12,19,97,96,3
C=CCn1c(-c2cccn(Cc3ccc(Cl)cc3Cl)c2=O)n[nH]c1=S,98,97,99,-21,2,107,84,-23
CC1(c2ccccc2Cl)NC(=O)N(CC(=O)Nc2cccnc2Cl)C1=O (stereo unspecified),106,111,101,-5,1,104,107,5
CCCNC(=S)Nc1ccc(Cl)cc1Cl,80,97,98,-1,0,107,87,9
C=CCSc1nc2sc3c(c2c(=O)n1-c1ccc(C)cc1)CCN(C)C3,117,109,111,nt,nt,105,109,nt
Nc1cc(=O)[nH]c(SCC(=O)Nc2cccc(S(=O)(=O)N3CCCCC3)c2)n1,93,104,142,-2,0,119,97,-4
O=C(CN1C(=O)NC2(CCCCC2)C1=O)NCc1cccs1,101[may fluoresce violet],74[may fluoresce violet],104[may fluoresce violet],-7,-2,95[may fluoresce violet],?,-6
CCCc1cc(C(=O)Nc2ccc(C#N)cc2)no1,102,96,103,6,-11,98,95,1
CN(c1ccccc1)S(=O)(=O)c1ccc(C(=O)Nc2nnc(C3CC3)s2)cc1,94,106,100,-4,2,103,93,2
COc1ccc(S(=O)(=O)N(CC(=O)N2CCN(C)CC2)c2ccc(C)cc2)cc1OC,97,104,99,5,1,91,101,9
CCc1ccc2c(c1)c1nc(C)sc1n2CC,97,88,96,-5,36,92,97,1
CN(C(=O)CSc1nnc(Nc2ccccc2)s1)C1CCS(=O)(=O)C1 (stereo unspecified),105,104,102,1,2,92,110,0
COc1ccccc1NC(=O)Nc1nn(C)c2cccc(OC)c12,88,102,100,-14,6,132,96,3
O=C(Nc1nc2ccccc2s1)c1c(F)cccc1Cl,102,102,108,0,1,107,101,-2
COCCn1c(SCCN2CCOCC2)nc2c1c(=O)[nH]c(=O)n2C,100,97,95,-17,1,96,95,-20
CC1CCc2c(sc3ncnc(SC(C)C(=O)NCC4CCCO4)c23)C1 (stereo unspecified),98,102,100,-15,4,106,94,5
CC(C)(CNC(=O)c1ccc(S(=O)(=O)N2CCCC2)cc1)N1CCOCC1,99,106,97,16,1,102,102,2
Cc1ccc(/C=C/C(=O)OCC(=O)N(CC(C)C)c2c(N)n(Cc3ccccc3)c(=O)[nH]c2=O)o1,97,99,98,9,1,97,98,7
CN(c1cccc(Cl)c1)S(=O)(=O)c1cccc(C(=O)NC2=NCCS2)c1,103,107,104,-2,4,106,114,4
CC(C)OC(=O)c1c(NC(=O)c2cnn3c2NC(c2ccccc2)CC3C(F)(F)F)sc2c1CCCC2 (stereo unspecified),102,101,99,5,5,98,99,-6
COc1ccc(NC(=S)N2CCN(C(=O)c3ccco3)CC2)cc1OC,107,93,103,nt,nt,91,99,nt
O=C(O)CCCNc1ccc(S(=O)(=O)N2CCCCC2)cc1,110,105,108,3,-2,105,96,-2
C=C(C)c1cccc(C(C)(C)NC(=O)N2CCCC(C)C2)c1 (stereo unspecified),100,101,106,0,27,99,100,6
O=C(NC1=NCCS1)C1CCN(S(=O)(=O)c2cc([N+](=O)[O-])ccc2Cl)CC1,99,101,100,-7,5,98,100,3
CCN=C1SC(CC(=O)Nc2ccc(C)cc2)C(=O)N1CC (stereo unspecified),101,102,102,-12,-1,103,96,-1
CC(=O)N1CCN(c2ccc(NC(=O)/C=C/c3ccccc3)cc2)CC1,102,102,104,4,-10,109,99,14
c1ccc2c3c(c(CN4CCCCC4)cc2c1)COC3,97,104,95,0,0,110,96,1
CC1CC(C)CN(C(=O)c2cccc(N3C(=O)c4ccccc4C3=O)c2)C1 (stereo unspecified),96,98,94,4,-2,96,80,-1
Cc1ccc(S(=O)(=O)NC(=O)Nc2cccc(C)n2)cc1,96,105,99,-1,-1,105,94,15
O=[N+]([O-])c1cccc(/C=C/c2ccc3cccc(O)c3n2)c1,101,90,103,3,7,93,99,7
CCOc1cnn(-c2cc(Oc3ccc(C)cc3)ncn2)c(=O)c1Cl,95,94,98,6,-1,110,98,15
CS(=O)(=O)c1ccc(Cl)c(NC(=O)CSC(=S)N2CCCC2)c1,109,112,103,-10,0,100,102,-9
CONC(=O)Nc1ccccc1[N+](=O)[O-],106,99,102,3,4,99,96,10
CCCN1CCN(S(=O)(=O)c2ccc3c(c2)CCC(=O)N3)CC1,89,98,99,5,1,93,109,-5
CCOc1ccc(CC(=O)Nc2sc(Cc3ccccc3)cc2C(N)=O)cc1OCC,103,110,102,-5,0,111,116,-3
Cc1cc(Cl)c2oc(C(=O)N3CCN(c4ccncc4)CC3)c(C)c2c1,101,96,105,0,18,92,104,-1
CCOc1ccc(NC(=O)CSc2nnc(C)n2Cc2ccccc2)cc1,92,100,94,-8,0,103,87,-10
COc1ccc(NC(=O)[C@H](COCc2ccccc2)NC(=O)OC(C)(C)C)cc1,98,102,99,7,1,nt,90,19
COc1ccc(OCC(=O)NC(CC(=O)O)c2ccc(OC)c(OC)c2)cc1 (stereo unspecified),107,109,103,1,4,107,116,-2

(listing goes on)
molecule,RPL19A-GFP yeast,AGP1-GFP MLPCN,MEP2-GFP yeast,proCasp3 act,AHR act,LAP4 TOR yeast,CIT2-GFP yeast,proCasp7 act
O=C(COc1ccccc1)N1c2ccccc2Sc2ccccc21,104,95,93,-5,-1,89,97,-2
COc1ccccc1C(C)NC(=O)c1ccc(NC(=O)CC2SC(N3CCCC3)=NC2=O)cc1 (stereo unspecified),100,99,109,8,-1,105,145,0
CCOC(=O)c1c(C)[nH]c(C(=O)CSc2nnc(C3CC3)n2N)c1C,99,96,102,-15,28,99,88,3
CCCCn1c(=O)c2ccccc2c2ccccc2c1=O,96,101,94,4,-2,95,98,-4
NC1=NC(=O)/C(=C/c2ccc(Cl)cc2Cl)S1,107,103,105,8,1,94,105,10
Cc1ccc(NC(=O)c2ccc3nccnc3c2)c(C)c1,101,100,102,1,-5,105,101,1
COC(=O)c1[nH]c2ccc(C)cc2c1NC(=O)Oc1ccccc1,97,97,104,-2,54*,97,83,-4
CCCCCc1ccc(OCCC[n+]2ccccc2)c(CCCCC)c1,98,101,102,2,-1,103,94,2
COc1ccc(C(c2nnnn2C2CCCC2)N2CCN(C3CCCC3)CC2)cc1OC (stereo unspecified),89[may fluoresce violet],91[may fluoresce violet],?,4,1,?,?,-6
O=C(c1csc2ccccc12)N1CCN(c2ccc(Cl)c(Cl)c2)CC1,101,99,101,-6,-2,108,94,12
COc1cccc2cc(C(=O)N3CC(C)OC(C)C3)c(=O)oc12 (stereo unspecified),100,101,107,-3,-1,103,100,-3
CN(CC(=O)Nc1ccc(C(N)=O)cc1)CC(=O)Nc1ccccc1Cl,111,108,100,7,1,106,111,5
CCOC(=O)C1=CN(CC2CCCO2)C=C(C(=O)OCC)C1c1ccccc1C(F)(F)F (stereo unspecified),91,105,99,0,1,91,107,10
CCOc1cc(/C=C2\SC(=N)N(c3nonc3N)C2=O)ccc1OCC(N)=O,110,106,107,8,3,111,100,8
CCOC(=O)C1(C/C(C)=N/NC(N)=O)CC(C)(C)OC1=O (stereo unspecified),43*[may fluoresce violet],16[may fluoresce violet],176*[may fluoresce violet],-1,0,91[may fluoresce violet],?,-9
Cc1ccc(Nc2nc(-c3sc(C)nc3C)cs2)cc1,98,84,96,-5,62*,102,83,3
COCc1cc(=O)n2[nH]c(-c3ccsc3-n3c(C)ccc3C)cc2n1,94,96,93,-7,4,nt,92,-4
Cc1ccccc1Nc1nc(-c2sc(NC(=O)c3cccc(Cl)c3)nc2C)cs1,106,95,101,-6,42,108,91,-4
COc1ccc(NC(=O)C(c2ccc(OC)cc2)N(C)C(=O)Cc2cccs2)cc1 (stereo unspecified),112,112,112,-3,1,107,110,7
CCn1ncc(-c2csc(N)n2)c1C,100,106,110,-6,3,98,109,-7
CC(C)CN(C(=O)C1CCC1)c1c(N)n(Cc2ccccc2)c(=O)[nH]c1=O,97,103,96,-7,0,99,102,4
O=C(CN1CCN(C(=O)c2ccco2)CC1)Nc1ccc(Cl)c(S(=O)(=O)N2CCOCC2)c1,94,97,95,3,2,97,86,0
COc1ccc(CCNC(=O)CSc2cn(Cc3cccc(C)c3)c3ccccc23)cc1OC,88,87,98,-8,4,93,79,2
CC(C)CC(NC(=O)CCl)c1ccccc1 (stereo unspecified),103,105,100,-2,0,87,105,3
Cc1sc(NC(=S)NC(=O)C(C)(C)C)c(C(N)=O)c1C,101,98,104,-7,26,108,107,-18
Cc1cc(O)c(C(C)C)cc1N=Nc1ccccc1C(=O)O,96,101,101,1,9,111,103,-9

Source: PubChem BioAssay (several laboratories)
